# Compound activity deposited in PubChem by National Center for Advancing Translational Sciences (NCATS).
# SMN2 splice up – SMN2 splice variant enhancement. HEK293 SMN2-luciferase splicing reporter, luminescence, 30-36 h. AID 1458. Potency, µM (titrated, usually from 46.1 µM), for inactives: at the top dose activity change, positive = activation, usual class: activators. actives 2.8% (n = 210,000); further: potency means the concentration at half of the fitted maximal effect; % of control where 0% means no effect; nearly all actives have a fitted effect of over 55% in size
#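 HEK293 cells carry an SMN2 […]–luciferase reporter in which exon 7 inclusion puts luciferase in frame. Cells were plated 10-12 h before compound addition, then incubated 30-36 h at 37C. ONE-Glo luminescence was read; sodium butyrate at 4.5 mM final served as control.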
# CBFb RUNX1 block – inhibitors of human CBF-beta and RUNX1 interaction. Q01196+Q13951. AID 1477. AlphaScreen CBFb-His/RUNX1-biotin binding, biochemical. 230,000 tested, under 10 active. Potency, µM (titrated, usually from 59.8 µM), for inactives: at the top dose activity, negative = inhibition, hits mostly inhibitors; further: % of control where 0% means no effect
# Target sequence (Q01196 whole entry, looked up): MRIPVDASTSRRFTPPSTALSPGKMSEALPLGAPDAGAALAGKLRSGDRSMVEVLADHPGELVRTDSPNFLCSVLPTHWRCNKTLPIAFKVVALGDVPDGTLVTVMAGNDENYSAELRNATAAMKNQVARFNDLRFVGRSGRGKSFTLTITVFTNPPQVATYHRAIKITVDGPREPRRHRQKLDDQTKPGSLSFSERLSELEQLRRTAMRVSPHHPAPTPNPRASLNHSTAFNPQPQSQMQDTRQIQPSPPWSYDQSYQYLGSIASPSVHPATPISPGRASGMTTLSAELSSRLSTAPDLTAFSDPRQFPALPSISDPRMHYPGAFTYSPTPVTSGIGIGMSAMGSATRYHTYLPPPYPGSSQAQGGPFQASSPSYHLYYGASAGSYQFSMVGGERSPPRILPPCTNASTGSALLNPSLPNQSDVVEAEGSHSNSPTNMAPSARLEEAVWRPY
# Target sequence (Q13951 whole entry, looked up): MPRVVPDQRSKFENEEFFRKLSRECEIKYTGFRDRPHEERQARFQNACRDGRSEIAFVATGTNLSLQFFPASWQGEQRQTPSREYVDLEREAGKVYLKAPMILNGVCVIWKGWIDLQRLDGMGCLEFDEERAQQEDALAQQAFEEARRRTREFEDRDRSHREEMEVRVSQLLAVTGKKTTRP
#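 Interaction loss through any mechanism counts as activity. Pre-formed complex of His-CBF-beta and biotin-RUNX1 (30 nM apiece) is incubated with compound 15 min, then with 50 ng nickel and 50 ng streptavidin beads for 90 min before AlphaScreen detection.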
# HTT aggregate – inhibitors of mutant huntingtin aggregate formation in PC12 cells; Potency, µM (series often up to 46.1 µM), for inactives: top-dose activity change, negative = inhibition, actives largely listed as inhibitors; PC12 HttQ103-GFP aggregates, Acumen cytometry, 40 h; AID 1688; actives 1.1% (n = 220,000); further: potency means the concentration at half of the fitted maximal effect; on the % scale 0 is the no-effect control and ±100 the full control effect; nearly all actives have a fitted effect of over 60% in size
#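 Using laser scanning cytometry, GFP-positive aggregates were counted after lysis of PC12 cells induced with 100 nM tebufenozide to express HTT exon 1 Q103–GFP. Compounds were tested in titration.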
# LMNA splice mod – LMNA splicing modulation | HeLa LMNA splicing GFP/RFP minigene ratio, 48 h | Potency, µM (doses to about 46.1 µM), without a hit: top-dose ratio change, negative = inhibition, usual class: inhibitors | actives 0.01% (n = 200,000) | AID 1487; active means well fitted inhibition curve with a large enough effect in the signal ratio, with a control signal flat, not every such curve was filed as active; inconclusive means small, poorly fitted or top-dose-only effect, or effect the other way, or a change in a side signal; the % refers to the signal ratio; further: potency means the concentration at half of the fitted maximal effect; on the % scale 0 is the no-effect control and ±100 the full control effect
#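 S3 HeLa stable clones carrying a lamin A-EGFP splicing minigene plus DsRed2 were seeded at 600 cells/well in Opti-MEM with 2% FBS, pin-dosed and incubated 48 h at 37°C. Acumen cytometry (488 nm) gave the GFP/RFP total-intensity ratio.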
# Luc counter – counter-screen: inhibitors of Kinase-Glo firefly luciferase; Q27757; Kinase-Glo luciferase, ATP luminescence, 8 min; Potency, µM (series often up to 38.3 µM), inactives show at the highest dose activity change, negative = inhibition, hits mostly inhibitors; actives 0.28% (n = 200,000); AID 1379; further: potency means the concentration at half of the fitted maximal effect; on the % scale 0 is the no-effect control and ±100 the full control effect; nearly all actives have a fitted effect of over 60% in size
#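 Kinase-Glo luciferase light output from ATP and luciferin was measured with 10 uM ATP, within the enzyme's linear range. Buffer: 50 mM imidazole pH 7.2, 50 mM KCl, 7 mM MgCl2, 0.01% Tween 20, 0.05% BSA; luminescence read after 8 min at ambient temperature.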
# IMPase Li inh – IMPase inhibition in cells with lithium potentiation; CHO-M1 cells, IP1 TR-FRET (IP-One), carbachol + lithium; Potency, µM (series often up to 59.4 µM), without a hit: at the highest dose activity, negative = IMPase inhibition, actives largely listed as inhibitors; actives 0.35% (n = 210,000); AID 1457;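 further: IP1 builds up when IMPase is blocked and the TR-FRET signal falls; potency means the concentration at half of the fitted maximal effect; plate controls were basal vehicle for no effect and high inhibitor control for full effect; nearly all actives have a fitted effect of over 50% in size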
#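 Test compounds were applied to CHO-M1 cells previously cultured for 16–30 h at 2000 per well. A small lithium amount accompanied them; after 30 min at 37C, IP1 was quantified by TR-FRET.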
# HTT ATP protect – protects HTT-Q103 PC12 cells, measured by ATP | PC12 HTT-Q103 induced, cytoprotection, ATP luminescence, 40 h | Potency, µM (titrated, usually from 56.4 µM), for inactives: cytoprotection (ATP increase), usual class: activators | actives 0.14% (n = 230,000);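 further: potency means the concentration at half of the fitted maximal effect; % of control where 0% means no effect; nearly all actives have a fitted effect of over 45% in size; toxic huntingtin expression switched on by the ecdysone agonist tebufenozide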
#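 Stable PC12 Q103-GFP cells in serum-supplemented, phenol red-free DMEM; induction by tebufenozide at 100 nM final; compound dose series; cell viability quantified luminescently from ATP.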
# Starred values were filed as active, the others as inactive; ? = inconclusive; / = not tested or not shown; [ ] = another dose, or the depositor's remark. Unless noted, the call rests on the fitted dose curve; in most records, active means well fitted curve in the direction sought with a large enough effect; inconclusive means small, poorly fitted or top-dose-only effect, or another doubt; inactive means no such curve, though single readings can be large; an effect the other way counts as inactive or inconclusive.
# Results follow in this order: SMN2 splice up | CBFb RUNX1 block | HTT aggregate | LMNA splice mod | Luc counter | IMPase Li inh | HTT ATP protect
> CC1C(=O)NN=C1C(=O)N/N=C/c1ccco1 (configuration not stated)
 : 6.9% | 9.9% | 1.1% | ? | ? | 11.7% | -49.4%[inhibitor]
> Cn1c(SCc2cccc(F)c2)nnc1-c1ccccn1
 : 15.2% | -2.4% | 2.5% | 1.3% | 0.3% | -7.2%[38.3 µM] | 6.7%[0.074 µM]
> Cc1ccc(C(=O)C2(C)C3c4cc(Br)ccc4OC(=O)C32C(=O)c2ccco2)cc1 (configuration not stated)
 : -7.2% | 0.6% | -3.9% | -1.7% | 1.7% | 6.8%[38.3 µM] | -7.9%
> Cc1ccc(-c2cn3c(=O)cc(C)[nH]c3n2)cc1
 : 10µM* | -4.1% | -7.3% | 9.6% | -6.1% | 7.3%[38.3 µM] | -93.0%[inhibitor]
> O=[N+]([O-])c1ccc(C(=S)N2CCN(c3ccc(F)cc3)CC2)cc1
 : -11.6% | ? | -21.5% | ? | 2.5% | 17.5% | -37.8%[inhibitor]
> O=c1[nH]c(CSc2nnc(-c3ccncc3)n2Cc2ccco2)nc2ccccc12
 : -22.0% | 1.4% | -2.2% | 4.0% | -1.1% | 0.4%[38.3 µM] | -18.2%[10 µM]
> Cc1ccc(-c2nnc(Nc3ccc4c(c3)OCO4)c3ccccc23)cc1S(=O)(=O)NCCO
 : -15.8%[1.84 µM] | -7.7% | 6.3% | -6.4% | -1.8% | 5.3% | 28.3%[10 µM]
> CCN(CC)c1ccc(N/C(N)=N/c2nc(C(F)(F)F)cc(=O)[nH]2)cc1
 : -20.6% | -11.2% | -8.3% | / | -0.3% | 8.7% | -17.9%
> O=C(CC(Nc1ccccc1Cl)C(=O)O)c1ccccc1 (configuration not stated)
 : -52.5%[inhibitor] | -1.3% | 4.1%[9.22 µM] | / | -2.3% | 1.5% | -29.9%
> COc1ccc(/C=N\NC(=O)/C(=C\Nc2nccc(C)n2)NC(=O)c2ccccc2)cc1
 : -7.2% | -8.2% | 21.6% | -17.5% | -19.7% | 3.7%[38.3 µM] | -9.9%
> Fc1ccc(NCc2cccnc2)cc1
 : -2.4% | 0.1% | -11.1% | 4.3% | -3.0% | -2.9%[38.3 µM] | -4.2%
> Cc1ccc(S(=O)(=O)Nc2cc(C)c(O)c(S(=O)(=O)c3ccc(C)cc3)c2)cc1
 : -5.2% | 8.2% | ? | 14.4% | 0.1% | 10.9%[38.3 µM] | -19.4%
> O=[N+]([O-])c1cc(S(=O)(=O)CCCN2CCOCC2)ccc1F
 : / | 5.0% | -11.6%[9.22 µM] | -5.1%[46 µM] | -4.8% | -14.7% | -4.5%[10 µM]
> CCCCn1c(=O)[nH]c(=O)c2c1nc(-c1ccc(C(F)(F)F)cc1)n2C
 : 1.4% | -8.4% | 16.6% | 1.7%[46 µM] | 1.1% | 4.9% | -30.5%[inhibitor]
> CCN1C(=O)CC(NNC(=O)c2ccccc2)C1=O (configuration not stated)
 : / | -1.0% | -14.2%[9.22 µM] | / | / | / | -10.1%[10 µM]
> CN(Cc1ccccn1)Cc1cn(Cc2ccccc2)nc1-c1ccc2c(c1)OCO2
 : -0.4% | -1.2% | / | / | -2.8% | 10.5% | /
> Cc1csc(SC(C)C(=O)Nc2ccc3c(c2)OCCO3)n1 (configuration not stated)
 : 3.8% | -4.8% | 16.9% | ? | 2.5% | -7.4% | -14.8%
> Cn1nnnc1SCCNCc1ccccc1OCc1ccccc1Cl
 : -31.6%[inhibitor] | 18.6% | -8.9% | / | 1.1% | 16.0% | /
> Cc1cc(C)c(C(=O)O)c(Cl)n1
 : -34.3%[inhibitor] | 2.1% | 22.1% | / | 0.4% | -9.3% | /
> Oc1cccc(C=NCc2ccccc2)c1
 : -10.7% | -14.6% | 20.3% | -3.0% | -2.3% | 7.0%[38.3 µM] | 9.2%
> CC1CCN(C(=S)NC(=O)c2cccs2)CC1
 : -14.4% | 8.2% | 3.0% | ? | -2.0% | -8.8% | -32.2%[inhibitor]
> CCC(C)OC(=O)C[N+](C)(C)CCOC1CC2CCC1(C)C2(C)C (configuration not stated)
 : -8.6% | 5.5% | / | -12.3%[46 µM] | -2.4% | 4.9% | /
> CCC(O)CNC(=O)CCc1nnc(C2(c3ccc(Cl)cc3)CCC2)o1 (configuration not stated)
 : / | 11.3% | 2.0%[9.22 µM] | 7.1%[46 µM] | 3.5% | 11.1% | 7.3%[10 µM]
> Cc1cc(NC(=O)Cc2c(F)cccc2Cl)no1
 : 6.7% | 6.8% | 10.1% | -13.1% | -2.6% | 10.2%[38.3 µM] | -9.7%[0.074 µM]
> Cc1cc(C)c(NC(=O)C2CCCN2C(=O)NC2CCCCC2)c(C)c1 (configuration not stated)
 : 3.3% | -1.6% | 18.5% | -7.2% | -0.6% | -5.4% | -5.2%[10 µM]
> Cc1nc2ccccc2n1C1CCN(C(=O)Nc2ccccc2)CC1
 : 0.1% | 7.5% | / | ? | -3.9% | -0.4% | /
> O=C(N/N=C/C(Cl)=C/c1ccccc1)c1cnccn1
 : 13.8% | -3.1% | ? | ? | -6.2% | 4.2% | -1.7%[10 µM]
> CC(C)(C)C(=O)Cn1c(=N)n(Cc2ccccc2)c2ccccc21
 : -34.6%[inhibitor] | -7.0% | -21.9% | ? | 0.3% | 11.6% | 3.5%[10 µM]
> O=c1cc(CN2CCN(c3ccc(F)cc3)CC2)nc2sccn12
 : -8.9% | 4.4% | -2.7% | -5.3% | -0.7% | 5.9%[38.3 µM] | -3.0%[10 µM]
> O=c1cc(Cl)c(-c2ccccc2)n[nH]1
 : -7.6% | 0.5% | 5.6% | -27.6% | -2.9% | 21.2%[38.3 µM] | -11.2%

# The list continues:
canonical_smiles	SMN2 splice up	CBFb RUNX1 block	HTT aggregate	LMNA splice mod	Luc counter	IMPase Li inh	HTT ATP protect
Cc1c(-c2nc(N)nc(Nc3ccccc3)n2)oc2ccccc12	11.2µM*	1.0%	-14.5%	?	-1.4%	2.5%	-2.6%[10 µM]
CC(=O)c1c(N2CCN(c3ccc(F)cc3)CC2)nc(=S)n(-c2ccccc2)c1C	-3.4%	-15.0%	8.4%	-0.5%	-5.7%	-0.5%	/
COc1ccc(-c2nc3cnc(N(C)C)nc3n(Cc3ccc(F)cc3)c2=O)cc1	/	/	/	6.4%	/	-10.8%	0.8%
CC(=O)OCn1nnc2ccccc2c1=O	-20.6%	-2.4%	3.4%	-3.3%	3.0%	3.1%	7.6%[10 µM]
O=C(Nc1cccc(C(F)(F)F)c1)Nc1ccc(N2CCCC2)c(S(=O)(=O)Nc2ccccc2Cl)c1	-32.7%[inhibitor]	-24.5%	?	?	-0.6%	2.3%	-47.7%[inhibitor][10 µM]
O=C1CCCN1CCCNC(=S)Nc1ccccc1Cl	5.3%	8.7%	5.4%	-12.8%[46 µM]	4.3%	5.6%	-0.3%[10 µM]
CC(C)(C)CC(=O)Nc1cccc(-c2cn3cccnc3n2)c1	11.2µM*	-6.0%	27.3%	/	0.4%	1.8%	-132.5%
CCCC(=O)Nc1c(O)c2ccccc2[nH]c1=O	0.8%	7.0%	21.2%	5.4%	1.4%	0.2%[38.3 µM]	-22.0%
CC1(C)CC2CC(C)(CN2C(=O)CCCN2C(=O)c3ccccc3C2=O)C1 (configuration not stated)	20.1%	4.2%	-19.7%	1.4%	-4.9%	21.4%[38.3 µM]	-0.5%
COc1cccc(OCC(O)CN2CCN(CCN3C(=O)c4cccc5cccc(c45)C3=O)CC2)c1 (configuration not stated)	-7.3%	21.2%	-11.4%	-65.8%[46 µM]	-0.6%	19.7%	-95.6%[inhibitor]
CCCn1c(=O)c2c(nc3n2CCN3Cc2ccco2)n(C)c1=O	-16.7%	1.5%	?	1.0%[46 µM]	-1.4%	-5.6%	-32.8%
CC1CC(C)CN(C(=O)c2ccc3c(c2)N(Cc2ccccc2)CCS3)C1 (configuration not stated)	?	-12.5%	?	1.8%	-3.6%	4.2%[38.3 µM]	?
O=C(c1ccc(N2C(=O)CCC2=O)cc1)N1CCOCC1	-3.7%	0.3%	3.6%	0.0%	2.1%	-6.8%[38.3 µM]	-0.8%
CCn1c(CNc2ccc(F)cc2)nnc1SCC#N	/	1.0%	-7.2%[9.22 µM]	/	-0.5%	-2.5%	-12.2%[10 µM]
C=CCNC(=S)Nc1ccccc1	-7.2%	21.5%	-15.9%	6.0%	0.7%	14.1%[38.3 µM]	4.5%[10 µM]
C=C(C)CSc1nnc(CCNC(=O)OC(C)(C)C)o1	-13.3%	11.2%	9.5%	-5.3%	-2.5%	6.8%[38.3 µM]	19.7%[0.074 µM]
CCN(CC)Cc1c(CC(C)C)oc(C)c1C(=O)O	22.9%	6.9%	12.1%	0.2%	-3.0%	-1.7%[38.3 µM]	3.7%
COc1ccc2cc(C(N)=O)/c(=N/NC(=O)c3ccco3)oc2c1	1.0%	-1.0%	-25.4%	-16.2%	-0.8%	18.4%	-19.0%[10 µM]
Cn1c(N)c(C(=O)COC(=O)CNS(=O)(=O)c2ccc(Cl)c(Cl)c2)c(=O)n(C)c1=O	17.9%	-1.5%	23.3%	-0.2%	-2.5%	1.6%	32.4%[10 µM]

# Profiles as entered above. Order of values: SMN2 splice up | CBFb RUNX1 block | HTT aggregate | LMNA splice mod | Luc counter | IMPase Li inh | HTT ATP protect
# Listed for COc1ccc2cc(C(N)=O)/c(=N/NC(=O)c3ccco3)oc2c1 : 1.0% | -1.0% | -25.4% | -16.2% | -0.8% | 18.4% | -19.0%[10 µM]
# Listed for CCN(CC)Cc1c(CC(C)C)oc(C)c1C(=O)O : 22.9% | 6.9% | 12.1% | 0.2% | -3.0% | -1.7%[38.3 µM] | 3.7%
# Listed for C=C(C)CSc1nnc(CCNC(=O)OC(C)(C)C)o1 : -13.3% | 11.2% | 9.5% | -5.3% | -2.5% | 6.8%[38.3 µM] | 19.7%[0.074 µM]
